Assay outcomes (PubChem)
inhibitors of VEEV: inhibitors of VEEV TC-83 cytopathic effect, confirmation, Vero cells (AID 588727) | Vero cells, VEEV TC-83 cytopathic effect inhibition; higher % means a stronger effect | inhibition, % at 20 µM, or IC50 in µM where a hit was titrated | 0.13% of 350,000 active; in the data active means a potency from the dose series; inconclusive means inhibition mostly from about 14% at the one dose, without a potency; inactive means the rest, 99 in 100 with inhibition below about 12%; further: strong numbers were not always called active
M. tuberculosis: growth inhibition of non-replicating M. tuberculosis (AID 488890) | Mycobacterium tuberculosis non-replicating, growth inhibition; higher % means a stronger effect | inhibition, % at 25 µM; hits with a dose series show IC50 in µM | 0.39% of 320,000 active; in the data active means a potency from the dose series; inconclusive means inhibition mostly from about 82% at the one dose, without a potency; inactive means the rest, 99 in 100 with inhibition below about 76%;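 further: plate controls were DMSO cells for no effect and high antibiotic wells for full effect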
influenza NS1A: NS1A inhibition, H1N1 influenza, cell based functional assay (AID 504329); inhibition, % at 12.5 µM; hits with a dose series show IC50 in µM; 0.3% of 340,000 active; NS1A functional cell-based assay, percent inhibition; higher % means a stronger effect; in the data active means a potency from the dose series; inconclusive means inhibition above about 27% without an active follow-up result; further: strong numbers were not always called active
M. tuberculosis HTS: M. tuberculosis growth inhibition, HTS (AID 449762) | M. tuberculosis H37Rv growth inhibition, 7H9 media; higher % means a stronger effect | 0.59% of 330,000 active | one-dose inhibition, % at 25 µM; IC50 in µM for titrated hits; in the data active means a potency from the dose series; inconclusive means inhibition above about 70% without an active follow-up result;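 further: bacterial growth assessed after seven days of incubation; strong numbers were not always called active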
Salmonella PhoP GFP: PhoP regulon inhibitors, Salmonella typhi PhoP promoter GFP reporter, confirmatory (AID 1850) | 0.33% of 310,000 active | one-dose inhibition, % at 50 µM; IC50 in µM for titrated hits | Salmonella Typhi PhoP-promoter GFP reporter, fluorescence, 4 h; higher % means a stronger effect; in the data active means a potency from the dose series; inconclusive means inhibition mostly from about 25% at the one dose, without a potency; inactive means the rest, 99 in 100 with inhibition below about 19%;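 further: 0% = induced wells with vehicle and 100% = uninduced wells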
* = called active by the depositor; i = inactive; ? = inconclusive; · = no result given; & = joins results of further samples.

SMILES	inhibitors of VEEV	M. tuberculosis	influenza NS1A	M. tuberculosis HTS	Salmonella PhoP GFP
Cc1cnc(CNC(=O)c2ccc3oc(Cc4ccccc4)nc3c2)[nH]1	0.1%	20%	13%	12%	-12%
Cc1noc(C)c1COc1cccc(C(=O)NCCc2c[nH]c3ccccc23)c1	4.2%	28%	-5%	5%	4%
C(#CCN1CCCC1)CC(c1ccccc1)c1ccccc1	i	50%	12%	22%	11%
COc1ccccc1NS(=O)(=O)c1cc(C(=O)NCc2cccnc2)ccc1C	i	-11%	10%	-9%	3%
COc1cc(C(=O)NCc2ccc(OCCN(C)C)cc2)cc(OC)c1OC	0.1%	-11%	1%	0%	-15%
COCCCNC(=S)NC1CC2CCC(C1)N2Cc1ccccc1 (stereo unspecified)	0.9%	-7%	3%	-3%	-1%
CCN(CC(=O)Nc1ccc2c(c1)OC(F)(F)O2)Cc1nc2ccccc2c(=O)[nH]1	2.2%	28%	-9%	8%	-10%
COC(=O)c1cc(OC)c(OC)cc1NC(=S)NC(=O)c1ccco1	0.9%	11%	-4%	-1%	4%
CCC1CN1P(=O)(c1ccccc1)N1CC1CC (stereo unspecified)	0.6%	·	2%	·	·
COc1cccc(C(=O)Nc2ccc(NC(=O)C3CC3)nc2)c1	2.2%	3%	6%	0%	1%
O=C(NN1C(=O)C2C3C=CC(C4CC34)C2C1=O)c1ccccc1Cl (stereo unspecified)	1.7%	-27%	-3%	0%	-3%
Cc1ccc(C(O)(C(=O)NNc2ccc3ccccc3n2)c2ccc(C)cc2)cc1	2.4%&0.9%	-15%&-29%	-13%&-9%	57%&40%	-1%&-6%
Cc1ccc(NC2=NC(=S)N(CC#N)C23CCCCC3)cc1	i	2%	2%	-1%	2%
Cc1ccc(-c2nc(CS(=O)CC(=O)NCCCc3ccccc3)c(C)o2)cc1 (stereo unspecified)	2.5%	46%	7%	6%	-5%
O=C(Nn1cnnc1)c1ccc(OC(F)(F)C(F)C(F)(F)F)cc1 (stereo unspecified)	0.9%	5%	1%	6%	7%
CCOc1ccc(C2CC(c3ccc(CC)cc3)n3nc(N)nc3N2)cc1 (stereo unspecified)	1.1%	46%	6%	8%	15%
Cc1ccc(NC(=O)Cn2cnc3c(OCc4ccccc4)ncnc32)cc1C	i	4%	-1%	1%	·
O=C(CSc1nnc(NC2CC2)s1)NN1C(=O)NC2(CCCCC2)C1=O	i	-23%	-6%	-11%	·
COc1ccc(C)cc1S(=O)(=O)NCCC1=CCCCC1	i	·	-5%	·	-5%
O=C(CCc1nnc(Cc2cccc(C(F)(F)F)c2)o1)NCCc1ccccc1F	0.5%	67%	-24%	-5%	20%
O=C(NC1CCCCC1)c1cc([N+](=O)[O-])[nH]n1	i	66%	-2%	8%	-2%
CCOc1ccc(C(=O)NCCc2ccc3c(c2)OCCO3)cc1	2.4%	12%	-1%	3%	3%
O=C(NNc1c2ccccc2nc2ccccc12)c1ccc(O)cc1	9.5%	·	17%	14%	-2%
CCOC(=O)C1=C(N)N(c2ccccc2)C(=O)C1	1.7%	-3%	2%	0%	3%
NC1=NC(c2cccc(O)c2)n2c(nc3ccccc32)N1 (stereo unspecified)	i	11%	-5%	-12%	24%
The results go on:
SMILES	inhibitors of VEEV	M. tuberculosis	influenza NS1A	M. tuberculosis HTS	Salmonella PhoP GFP
CC(=O)N1CCN(CC(=O)Nc2cc([N+](=O)[O-])ccc2Cl)CC1	1.6%	4%	-4%	-3%	3%
O=C(NNC(=O)c1ccccc1[N+](=O)[O-])c1ccco1	0.2%	-9%	1%	1%	7%
O=C(CN(C(=O)CNC(=O)c1cccs1)c1ccccc1F)NC1CCCCC1	2.6%	-6%	9%	5%	5%
CC1CC(C)CN(CC(O)COc2ccc3c(c2)CCC3)C1 (stereo unspecified)	0.5%	7%	-4%	-9%	2%
C[C@H](CO)N1C[C@H](C)[C@H](CN(C)C)Oc2ccc(NS(=O)(=O)c3ccc(F)cc3)cc2CC1=O	0.5%	13%	0%	2%	·
CC(C(=O)Nc1cccc(S(=O)(=O)N2CCOCC2)c1)N1CCN(C/C=C/c2ccccc2)CC1 (stereo unspecified)	0.1%	33%	-4%	10%	6%
CC(C(=O)Nc1ccc(N2CCOCC2)cc1)N1C(=O)c2ccccc2C1=O (stereo unspecified)	0.7%	24%	0%	-1%	-2%
Cc1ccc(Oc2ccc(NC(=O)C3=CC=CN4CCS(=O)(=O)N=C34)cc2)cc1	3.0%	4%	-2%	-7%	·
O=C(N/N=C1\CC(c2ccccc2)Oc2ccccc21)c1cccnc1 (stereo unspecified)	i	-1%	6%	5%	2%
N=C1C=CC=C2C1=NC1(CCCCC1)N2O	2.0%	5%	18%	12%	-2%
COc1ccccc1NC(=O)NCc1ccc(C)n1C	3.5%	9%	-10%	5%	1%
CCCCn1cnc2cc(NCc3cccc(OC)c3O)ccc21	0.7%	44%	-8%	80µM*	31%
O=C(NCCc1ccc(Cl)cc1)C1CCCN(S(=O)(=O)c2cnc[nH]2)C1 (stereo unspecified)	i	·	-11%	1%	6%
O=C(CCCc1c[nH]c2ccccc12)Nc1ccc2ccccc2c1	1.0%	70%	7%	?	-10%
CCCCn1c(=O)c(C(=O)Nc2ccccn2)c(O)c2ccccc21	5.1%	·	-10%	?	2%
CN(CC(=O)Nc1cccc(F)c1)C(=O)c1ccc(N2CCCC2)c([N+](=O)[O-])c1	11%	15%	4%	6%	6%
CN(Cc1nc2ccccc2s1)C(=O)c1ccc(F)cc1	0.6%	33%	13%	-5%	8%
CCn1c(=O)cc(OCC(=O)N(C)c2ccccc2F)c2ccccc21	9.6%	9%	-5%	-3%	-9%
O=C(CCCC(=O)N(c1cccc(F)c1)C(C(=O)NC1CCCC1)c1ccc(O)cc1)Nc1ccccn1 (stereo unspecified)	0.9%	4%	1%	-5%	1%
COc1ccc(S(=O)(=O)N(CC(=O)NCc2ccco2)c2ccccc2OC)cc1	0.5%	-27%	-3%	0%	-1%
COc1ccccc1C(=O)Nc1ccnn1C1CCN(CCC(C)c2ccc(C)o2)CC1 (stereo unspecified)	3.5%	1%	2%	7%	-15%
O=C(CN1CCc2ccccc2C1)Nc1ccc(Br)cc1	i	63%	-20%	-18%	17%
O=C(Nc1cccc(C(F)(F)F)c1)C1CCN(S(=O)(=O)c2cnc[nH]2)CC1	1.4%	·	1%	-9%	-8%
CCOc1ccc(/C=C/C(=O)NCc2ccccc2)cc1	0.6%	62%	3%	-5%	-4%
O=C(CCCN=C1NS(=O)(=O)c2ccccc21)OCC(=O)c1ccc(Br)cc1	i	19%	-2%	-1%	-4%
Later entries
SMILES	inhibitors of VEEV	M. tuberculosis	influenza NS1A	M. tuberculosis HTS	Salmonella PhoP GFP
c1nnc2c3c4c(sc3ncn12)CCC4	1.2%	1%	-2%	-8%	-13%
CCOC(=O)c1[nH]cnc1C(=O)Nc1ccc(C)cc1	i	49%	-11%	-1%	-16%
COc1ccc(C)cc1NC(=O)C(OC(=O)c1ccc([N+](=O)[O-])o1)c1ccccc1 (stereo unspecified)	0.1%	?	6%	47%	-4%
Cc1ccc(OCCC(=O)OCC(=O)N2CC(=O)Nc3ccccc32)cc1	0.3%	22%	3%	-9%	·
Cc1c(CC=C(Cl)Cl)c(=O)[nH]c2c(C)cccc12	1.1%	-11%	1%	-1%	-4%
COc1ccc2oc(C(=O)OCC(=O)Nc3cc(S(=O)(=O)N4CCOCC4)ccc3C)c(C)c2c1	1.7%	-7%	-7%	-5%	-3%
CCC1(C)NC(=O)N(/N=C/c2ccc(C)s2)C1=O (stereo unspecified)	i	4%	-23%	9%	8%
CCC1(c2ccccc2)NC(=O)N(CC(=O)N(C)CC(=O)Nc2c(C)cccc2C)C1=O (stereo unspecified)	i	20%	-6%	3%	-2%
CCCCN(Cc1ccccc1)S(=O)(=O)c1cc(Br)cc2c1N(C(C)=O)C(C)C2 (stereo unspecified)	1.4%	7%	-6%	-7%	-15%
O=C(c1ccccc1)N1CCN(C(=O)c2ccc3c(c2)OCO3)CC1	0.2%	-10%	-9%	6%	9%
COc1ccc(OCC(=O)N(Cc2sccc2C)C2CCS(=O)(=O)C2)cc1 (stereo unspecified)	3.8%	8%	1%	-5%	9%
CCCN(CCC)C(=O)Cc1ccc(F)cc1	i	-3%	9%	-10%	2%
CCCOc1ccc(C(=O)Nc2cc(-c3nn4c(C)nnc4s3)ccc2C)cc1	i	3%	13%	0%	-8%
Cc1cccc(C)c1-n1nnnc1-c1cnccc1C(F)(F)F	i	23%	-4%	2%	1%
CCc1nnc(NC(=O)c2ccc(N3C(=O)CCC3=O)cc2)s1	1.1%	2%	25%	3%	-4%
COc1ccc(/C=N/NC2=NS(=O)(=O)c3ccccc32)cc1OC	i	6%	-17%	2%	-28%
COc1ccc(NC(=O)CNC(=O)c2nn(-c3ccc(OC)cc3OC)c(=O)c3ccccc23)c(OC)c1	8.7%	-9%	1%	-4%	3%
O=c1c2ccccc2c(=O)n(-c2ccccc2)n1CCCCBr	i	8%	·	0%	14%
CCO[C@@H]1OC(C(N)=O)=C[C@H](c2ccc(C(F)(F)F)cc2)[C@H]1CCCO	0.2%	-5%	-4%	2%	-8%
Oc1c(C(Nc2ccccn2)c2cccnc2)cc(Cl)c2cccnc12 (stereo unspecified)	12%	-18%	14%	-2%	36µM*
Cn1nnnc1SCC(=O)N1CCCCC1	0.1%	-6%	7%	-2%	-8%
COCC(C)N=C1NN=C(c2cccs2)C(CC(=O)O)S1 (stereo unspecified)	0.2%	1%	-7%	3%	3%
COc1cccc(CN(C)C(=O)CSCC(=O)Nc2ccc(C)cc2)c1OC	1.5%	21%	3%	-6%	0%
CC(=O)N1CCOc2ccc(S(=O)(=O)N3CCN(c4cccc(C(F)(F)F)c4)CC3)cc21	i	23%	9%	5%	-6%
COC(=O)c1cc(C(=O)OC)n(Cc2ccc(F)cc2)c1C	0.3%	-2%	-6%	10%	-3%

Laid out differently: results already given
Results follow in this order: inhibitors of VEEV | M. tuberculosis | influenza NS1A | M. tuberculosis HTS | Salmonella PhoP GFP
CCc1nnc(NC(=O)c2ccc(N3C(=O)CCC3=O)cc2)s1
 : 1.1% | 2% | 25% | 3% | -4%
COc1ccc(/C=N/NC2=NS(=O)(=O)c3ccccc32)cc1OC
 : i | 6% | -17% | 2% | -28%
COc1ccc(NC(=O)CNC(=O)c2nn(-c3ccc(OC)cc3OC)c(=O)c3ccccc23)c(OC)c1
 : 8.7% | -9% | 1% | -4% | 3%
O=c1c2ccccc2c(=O)n(-c2ccccc2)n1CCCCBr
 : i | 8% | · | 0% | 14%
CCO[C@@H]1OC(C(N)=O)=C[C@H](c2ccc(C(F)(F)F)cc2)[C@H]1CCCO
 : 0.2% | -5% | -4% | 2% | -8%
Oc1c(C(Nc2ccccn2)c2cccnc2)cc(Cl)c2cccnc12 (stereo unspecified)
 : 12% | -18% | 14% | -2% | 36µM*
Cn1nnnc1SCC(=O)N1CCCCC1
 : 0.1% | -6% | 7% | -2% | -8%
COCC(C)N=C1NN=C(c2cccs2)C(CC(=O)O)S1 (stereo unspecified)
 : 0.2% | 1% | -7% | 3% | 3%
COc1cccc(CN(C)C(=O)CSCC(=O)Nc2ccc(C)cc2)c1OC
 : 1.5% | 21% | 3% | -6% | 0%
CC(=O)N1CCOc2ccc(S(=O)(=O)N3CCN(c4cccc(C(F)(F)F)c4)CC3)cc21
 : i | 23% | 9% | 5% | -6%
COC(=O)c1cc(C(=O)OC)n(Cc2ccc(F)cc2)c1C
 : 0.3% | -2% | -6% | 10% | -3%

Next part
SMILES	inhibitors of VEEV	M. tuberculosis	influenza NS1A	M. tuberculosis HTS	Salmonella PhoP GFP
COc1ccc(C(C(=O)NC2CCCC2)N(Cc2cccnc2)C(=O)c2snc(C(N)=O)c2N)cc1 (stereo unspecified)	1.0%	3%	3%	3%	3%
CCCCCCC(C)OC(=O)c1ccccc1C(=O)O (stereo unspecified)	1.5%	-1%	-19%	-3%	2%
COc1cc(CC(=O)N2CCc3ccccc32)cc(OC)c1OC	i	-6%	1%	-1%	-3%
COc1cc(/C=N/NC(=O)c2sc3ccccc3c2Cl)ccc1OC(=O)c1ccc([N+](=O)[O-])cc1	1.6%	26%	-6%	7%	7%
O=C1CCCc2c1cc(-c1ccccc1)n2-c1ccccc1	0.3%	3%	-9%	3%	-1%
C[C@@]12CCC3[C@@](CCC4[C@@]3(C)CCC[C@@]4(C)C(=O)N3CCOCC3)(CC1=O)C2 (stereo partly specified)	3.4%	-6%	2%	4%	·
Cc1cccc(-n2cnc3c(c2=O)c2nc4ccccc4nc2n3Cc2ccco2)c1	5.8%	17%	1%	14%	16%
CC(C)CC(=O)Nc1ccc(C(=O)NNC(=S)NC(=O)C2CCCCC2)cc1	2.0%	-16%	2%	-5%	7%
COc1ccc(C(=O)/C=C2\NCC3c4ccccc4CCN3C2=O)cc1 (stereo unspecified)	6.9%	2%	-1%	6%	6%
COc1cc2ccc(=O)oc2c(CC=C(C)C)c1OC	0.8%	2%	0%	-5%	5%
